Screening results: PubChem BioAssay, Sanford-Burnham Center for Chemical Genomics
SENP6 block: SENP6 protease inhibition; Q9GZR1; Recombinant SENP6 catalytic domain, aminoluciferin luminescence; inhibition, % at 10 µM; 330,000 compounds, 1.8% hits;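 active = inhibition above about 50% at the single tested dose, limit read from the data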;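 note: plate controls were DMSO wells with enzyme for no effect and DMSO wells lacking enzyme for full effect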
Target sequence (Q9GZR1 628-1112 limits assumed): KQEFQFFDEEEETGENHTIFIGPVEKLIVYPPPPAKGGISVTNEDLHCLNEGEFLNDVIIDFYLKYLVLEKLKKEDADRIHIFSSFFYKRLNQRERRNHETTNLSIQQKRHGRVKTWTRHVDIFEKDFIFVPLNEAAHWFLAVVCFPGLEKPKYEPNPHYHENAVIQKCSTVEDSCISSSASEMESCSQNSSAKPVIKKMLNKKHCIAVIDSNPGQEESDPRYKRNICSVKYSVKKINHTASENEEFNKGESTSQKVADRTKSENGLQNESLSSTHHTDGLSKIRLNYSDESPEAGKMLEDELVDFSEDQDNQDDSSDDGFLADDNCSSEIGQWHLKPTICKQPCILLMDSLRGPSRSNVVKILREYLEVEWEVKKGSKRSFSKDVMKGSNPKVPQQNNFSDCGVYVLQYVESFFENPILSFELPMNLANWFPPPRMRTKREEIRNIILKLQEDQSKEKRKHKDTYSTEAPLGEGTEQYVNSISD
SENP1 FRET inh: blocks the human SENP1 SUMO protease catalytic domain; 360,000 compounds, 0.21% hits; recombinant SENP1 catalytic domain, CyPet-SUMO1-YPet FRET cleavage; inhibition, % at 10 µM; AID 624204;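 active = inhibition at least 30% at 10 µM, raw YFP signal under a set limit, fluorescence ratio 0.5 to 1.5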;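 note: 0% = enzyme with DMSO and 100% = no enzyme wells; some results filed as inactive read as strong as hits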
Target sequence (Q9P0U3 419-644 limits assumed): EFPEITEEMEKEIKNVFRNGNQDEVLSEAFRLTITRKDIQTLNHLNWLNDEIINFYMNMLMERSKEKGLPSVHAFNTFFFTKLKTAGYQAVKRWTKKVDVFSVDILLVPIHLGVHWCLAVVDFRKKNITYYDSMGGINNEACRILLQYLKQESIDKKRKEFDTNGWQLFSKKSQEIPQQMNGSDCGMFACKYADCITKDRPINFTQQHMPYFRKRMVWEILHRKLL
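Test system: recombinant human SENP1 catalytic domain, His6-tagged / Medium: pH 8 Tris buffer with EDTA, NaCl, BME, BSA, NP40, catalase / Also added: SUMO1 FRET substrate flanked by Cypet and Ypet, 25 nM / Times: 50 min reaction at room temperature / Signal: FRET, CFP and YFP emission / Control set: no-enzyme low control and enzyme-plus-DMSO high control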
UBC13 polyUb: human UBC13 polyubiquitination inhibition; inhibition, % at 20 µM; UBC13 polyubiquitin chain formation, TR-FRET; P61088; 330,000 compounds, 0.47% hits; in the data active = inhibition above about 45%, passing the limit was not always enough
SENP8 block-1: blocks the human protease SENP8; Q96LD8; purified SENP8, Z-RLRGG-aminoluciferin cleavage, luminescence; inhibition, % at 10 µM; 330,000 compounds, 1.2% hits; AID 2540; in the data active = inhibition above about 50%
SENP8 block-2: blocks human SENP8 cleavage of Nedd8 substrate; recombinant SENP8, Nedd8 substrate fluorescence; AID 602440; Q96LD8; 360,000 compounds, 0.64% hits; inhibition, % at 20 µM; in the data active = inhibition mostly above about 40%, no sharp cut-off; inactive = mostly below about 27%
SENP7 inh: blocks the human protease SENP7; recombinant SENP7, Z-RLRGG-aminoluciferin luminescence, 40 min; inhibition, % at 5 µM; Q9BQF6; 330,000 compounds, 1.5% hits;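 active = inhibition above about 50% at the single test dose, limit read from the data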;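 note: plate controls were DMSO with enzyme for no effect and no enzyme buffer wells for full effect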
Target sequence (Q9BQF6 706-1050 limits assumed): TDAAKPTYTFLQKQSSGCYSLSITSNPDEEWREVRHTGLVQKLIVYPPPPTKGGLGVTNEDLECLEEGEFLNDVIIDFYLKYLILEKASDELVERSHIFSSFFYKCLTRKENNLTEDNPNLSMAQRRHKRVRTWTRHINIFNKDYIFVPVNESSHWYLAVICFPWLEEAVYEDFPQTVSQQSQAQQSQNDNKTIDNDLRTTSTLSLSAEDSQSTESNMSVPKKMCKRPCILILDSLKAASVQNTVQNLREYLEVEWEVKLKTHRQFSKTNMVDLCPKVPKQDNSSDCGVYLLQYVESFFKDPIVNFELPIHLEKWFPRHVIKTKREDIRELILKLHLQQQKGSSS
HKDC1 inh: blocks human hexokinase HKDC1 activity; recombinant HKDC1, G6PDH/diaphorase resazurin coupled fluorescence; Q2TB90; 340,000 compounds, 0.16% hits; inhibition, % at 20 µM;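 active = inhibition above about 35% when tested at 20 µM, limit read from the data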;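 note: plate controls were DMSO wells with enzyme for no effect and DMSO wells lacking enzyme for full effect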
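Test system: recombinant HKDC1 (HK5) hexokinase enzyme, produced in-house; Amount: enzyme 5 µg/mL final; Buffer or medium: Tris pH 8.0 buffer with MgCl2, Tween-20, BSA, BME; Reagent: glucose and ATP substrates; Doses: 20 µM test compound, 1% DMSO; Incubation: 90 min reaction incubation at room temperature, dark; Detection: resorufin fluorescence at 613 nm.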
PfGluPho inh: PfG6PD (Plasmodium falciparum) enzyme inhibition | PfGluPho enzyme, NADPH resazurin-diaphorase fluorescence | 350,000 compounds, 0.78% hits | AID 504690 | inhibition, % at 20 µM;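 active = inhibition reaching at least a set limit at 20 µM in the primary screen, cut at about 59% in these data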;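 note: 0% = DMSO wells with substrate and 100% = DMSO wells lacking glucose-6-phosphate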
beta cell repl: inducers of beta-cell replication in MIN6 cells. MIN6 cells proliferation, ATPlite luminescence, 48 h; cells starved in 0.2% serum; 100% = growth in 10% serum. proliferation, % at 10 µM. 330,000 compounds, 0.29% hits. AID 2380;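 active = compounds whose signal lies at least 3.5 SD above the mean of all wells on their plate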;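 note: 0% = DMSO-treated cells in low-serum medium and 100% = 10% serum control; some compounds called inactive have numbers as strong as hits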
* hit, by the source's call; nt = not tested or not shown. Compounds as they come (roughly 4% active in at least one column).

SMILES	SENP6 block	SENP1 FRET inh	UBC13 polyUb	SENP8 block-1	SENP8 block-2	SENP7 inh	HKDC1 inh	PfGluPho inh	beta cell repl
CCCC1=C(C(=O)OCC)C(c2cc(Cl)cc(OC)c2OCc2ccccc2)NC(=O)N1 (stereo not given)	-3.8	0.0	11.5	12.5	5.6	3.0	5.2	-4.3	-5.6
CC1CCN(S(=O)(=O)c2ccc3c(c2)N(CC(=O)NCCCN2CCCC(C)C2)C(=O)CS3)CC1 (stereo not given)	-1.5	1.4	11.5	-5.5	9.5	-7.1	-4.5	-2.5	-1.0
O=C1C2C3C=CC(C4CC34)C2C(=O)N1/N=C/c1ccc(-c2cccc([N+](=O)[O-])c2)o1 (stereo not given)	-10.3	3.2	-10.5	-14.8	12.1	-1.5	-0.2	9.6	-1.2
CC1=C(C)SC(=C(C#N)c2nnc(N3CCOCC3)n2-c2ccccc2)S1	-1.7	nt	4.2	-2.3	nt	5.3	-5.9	18.7	-1.5
Cc1ccc(NC(=O)C2CC(=O)n3ncnc3N2)cc1C (stereo not given)	-1.5	-0.9	-5.7	6.2	20.2	11.6	-6.0	0.0	-2.9
COc1ccc(C=O)cc1OC(=O)C1(C)Cc2ccccc2C(=O)O1 (stereo not given)	-7.9	2.4	-10.5	-4.5	15.8	-10.0	7.8	-16.0	0.8
CCN1CCN(CCCNC(=O)Cn2cc3c(n2)CCCC3)CC1	-2.5	-3.2	4.7	-4.3	1.1	8.2	-7.0	16.6	1.0
O=C(Nc1nc2c(s1)C(=O)CCC2)c1ccccc1	97.5*	1.1	-1.3	95.1*	-28.8	97.0*	-5.7	-3.8	-2.1
CCC(CO)NC(=O)c1ccccc1C(F)(F)F (stereo not given)	1.9	1.1	0.7	1.7	7.5	7.2	21.1	27.3	-2.0
O=C(c1ccco1)N1CCN(C(=O)c2oc(=O)c3ccccc3c2-c2ccccc2)CC1	-12.1	1.9	-3.0	2.0	3.8	-2.3	-8.1	-8.3	4.3
COCCOC(=O)C1=C(C)NC2=C(C(=O)CCC2)C1c1ccc2c(c1)OCO2 (stereo not given)	-1.7	-3.9	3.1	3.1	-277.2	-8.3	-5.1	7.1	0.1
CC(SCc1ccccc1)C(=O)Nc1ccccc1 (stereo not given)	-6.3	0.4	4.2	1.3	4.6	5.7	3.9	-12.0	1.4
COc1ccc(C(=O)N2CCN(CCNC(=O)C(=O)Nc3ccc(F)cc3)CC2)cc1	-7.6	0.2	1.8	-1.8	8.5	8.4	-4.3	-9.8	-1.6
CCN1CCN(C(c2cccs2)C(C)NS(=O)(=O)c2ccc(Br)cc2)CC1 (stereo not given)	-14.2	-0.7	13.3	-4.9	18.4	-2.0	-1.5	-24.7	-3.6
NS(=O)(=O)c1ccc(NC(=O)CSc2cn[nH]n2)cc1	-13.6	-0.5	2.6	-4.5	15.3	-10.2	2.4	-5.9	1.8
O=CNC1CCCc2c1[nH]c1ccc(Cl)cc21 (stereo not given)	-17.1	-5.5	-2.6	-11.3	-11.0	-11.0	7.5	-8.3	-4.1
Cc1ccc(OCCNC(=O)c2ccccc2OCc2c(C)noc2C)cc1	-4.0	0.4	-7.0	-10.8	2.8	-5.7	0.7	-2.3	1.0
CCc1cc(=O)oc2cc(OCC(=O)NCCCN3CCOCC3)c(Cl)cc12	-3.0	-1.0	-0.6	10.4	-72.2	-2.4	0.6	5.5	-1.9
CCCC(C(=O)NC(C)(C)C)N(CC1CCCO1)C(=O)CNS(=O)(=O)c1ccc(F)cc1 (stereo not given)	-17.5	1.0	1.5	-2.0	-5.2	-0.8	1.4	0.7	-1.6
Cc1ccccc1CS(=O)(=O)c1ccc(C(=O)N2CCC(C)CC2)cc1[N+](=O)[O-]	-10.8	0.6	-11.7	-2.4	8.5	-2.7	-2.6	7.0	3.0
COc1ccc(/C=N/n2cnnc2SCc2ccc(OC)cc2)cc1	-0.8	1.0	-5.1	-9.8	14.0	-7.4	-6.4	-15.9	-1.6
COc1ccc(-c2oc(=O)c3cc(OC)c(OC)cc3c2C#CCCCO)cc1	8.1	-2.1	34.9	4.1	-366.6	-2.6	7.2	-11.3	0.0
COCCn1c(SCC(=O)N2CCCCCC2)nc2c([nH]c3ccccc32)c1=O	5.3	0.2	-1.9	7.1	-16.4	-4.8	-5.2	-0.7	6.4
Cc1ccc(SCC(=O)OCC(=O)N(CCC#N)c2ccccc2)cc1	-11.0	2.9	9.6	1.5	1.9	6.1	-2.8	-4.2	-2.3
Cc1ccc2c(C)c(C(=O)NCC(C)(C)N3CCOCC3)oc2c1C	-5.8	0.5	-1.6	3.4	7.1	1.5	-3.1	17.4	6.3
CCOc1cccc(C(=O)Nc2cccnc2)c1	-2.6	2.6	1.6	-3.6	29.7	1.6	-10.7	3.3	1.0
COc1cccc(-n2c(Cc3cc(=O)[nH]c(=O)[nH]3)nnc2SCC(=O)N2CCCCC2)c1	-3.8	11.4	-3.9	-9.2	9.1	13.7	-0.8	-4.8	-3.4
Cc1ccc(NC(=O)CN2CCC(NC(=O)Cc3ccccc3)CC2)c(C)c1	5.2	3.9	-2.7	-7.2	12.3	-0.1	11.6	-6.6	-2.1
O=C(c1ccc(F)cc1)C1CCN(Cc2cn[nH]c2-c2ccc(F)cc2)CC1	-6.5	0.2	-6.7	-1.3	9.5	-7.3	-3.0	-6.2	-0.7
Cc1ccc(-n2c(SCC(N)=O)nnc2-c2cccnc2)c(C)c1	-11.7	1.4	-2.9	-1.4	26.0	-4.4	-0.3	-16.3	-3.3
Cc1ccccc1-n1c(C)n[nH]c1=S	-8.8	-0.6	1.7	2.2	3.9	1.7	-9.3	41.0	0.4
CC(C)C(NC(=O)Nc1ccccc1)C(=O)Nc1cccc(S(=O)(=O)N(C)C)c1 (stereo not given)	-26.0	0.3	-4.8	3.7	-8.4	1.5	-1.9	3.0	-2.4
COC(=O)c1ccc(NCCc2csc(-c3ccc(C)cc3)n2)c([N+](=O)[O-])c1	2.6	2.9	-15.6	3.7	38.4	1.6	-3.1	-4.7	-2.3
CCCCc1nn(-c2cc(Cl)ccc2OC)c2c1C(=O)CCC2	1.2	1.6	-7.0	-2.6	12.3	-10.1	-1.2	3.6	5.4
O=S(=O)(c1ccccc1)c1nc(-c2ccco2)oc1NCc1cccnc1	-17.0	-4.7	-7.5	-13.4	-60.0	-3.3	-2.9	-0.6	0.5
O=c1ccc(Oc2nc(N3CCOCC3)nc(N3CCOCC3)n2)nn1-c1ccccc1	-6.3	0.2	-0.8	-0.7	2.9	5.6	-10.0	-0.3	1.2
COc1ccc(C[C@H]2CN3C(=NC[C@H]3C)N2CCNC(=O)CCC2CCCCC2)cc1	-2.5	4.1	20.7	8.1	25.9	-10.0	2.0	-14.4	-4.5
CCOC(=O)C1=C(N)Oc2c(oc(CO)cc2=O)C1c1ccccc1 (stereo not given)	19.7	0.6	1.9	7.6	6.6	4.4	-5.0	-6.1	1.4
O=S(=O)(NCC1CCCO1)c1ccccc1F (stereo not given)	-20.0	-0.9	-0.3	6.6	4.1	-0.1	-5.0	5.5	-2.4
NC(=O)Cn1cc(C(=O)COc2ccccc2)c2ccccc21	-12.4	nt	12.8	1.3	nt	14.6	nt	nt	-0.7
COc1ccc(Oc2cccc(Cl)c2CNC(=O)CCC(=O)O)cc1	4.2	1.6	3.7	-3.6	16.7	-2.1	-2.7	-10.8	-2.2
O=C1CC2CS(=O)(=O)CC2N1c1ccc(Oc2ccccc2)cc1 (stereo not given)	-6.1	1.9	-1.3	3.5	15.8	-0.6	-6.6	4.6	0.7
O=C1CC(c2ccc(Cl)cc2)Oc2ccc(Cl)cc21 (stereo not given)	nt	0.0	nt	nt	-6.7	nt	8.6	22.0	nt
Cc1ccc(CN2CCN(Cc3ccc(C)s3)CC2CCO)cc1 (stereo not given)	-6.0	-0.9	4.9	-0.4	9.1	-7.1	-5.1	6.8	2.5
CCOc1ccccc1NC(=O)C1C2CCC(O2)C1C(=O)O (stereo not given)	-6.2	1.1	1.1	0.7	9.8	-0.7	-1.3	0.9	1.1
CN(C)/C=C(\C#N)C(=O)Nc1ccc(F)cc1	4.0	0.4	7.4	-5.0	23.1	-0.8	-7.7	8.4	-1.9
CN(C)C=NC(=O)c1cc(C(=O)c2ccccc2Cl)c[nH]1	13.5	1.0	3.1	6.5	7.7	-0.3	5.3	-17.8	-0.9
CCOC(=O)C1=C(C)N=C2SC(C)C(=O)N2C1c1ccc(OCC)c(OCC)c1 (stereo not given)	1.2	1.5	1.6	2.9	13.1	2.5	-5.2	-4.6	-5.2

Compound profiles, from the list above.
Listed for O=S(=O)(NCC1CCCO1)c1ccccc1F (stereo not given) → SENP6 block = -20.0; SENP1 FRET inh = -0.9; UBC13 polyUb = -0.3; SENP8 block-1 = 6.6; SENP8 block-2 = 4.1; SENP7 inh = -0.1; HKDC1 inh = -5.0; PfGluPho inh = 5.5; beta cell repl = -2.4
Listed for CCC(CO)NC(=O)c1ccccc1C(F)(F)F (stereo not given) → SENP6 block = 1.9; SENP1 FRET inh = 1.1; UBC13 polyUb = 0.7; SENP8 block-1 = 1.7; SENP8 block-2 = 7.5; SENP7 inh = 7.2; HKDC1 inh = 21.1; PfGluPho inh = 27.3; beta cell repl = -2.0

(listing goes on)
SMILES	SENP6 block	SENP1 FRET inh	UBC13 polyUb	SENP8 block-1	SENP8 block-2	SENP7 inh	HKDC1 inh	PfGluPho inh	beta cell repl
C=CC[C@@H](CC(=O)N[C@H](CO)Cc1ccccc1)C(=O)N[C@H](COC(=O)[C@@H](CC=C)Cc1ccc(F)cc1)Cc1c[nH]c2ccccc12	-4.6	0.4	24.9	10.4	3.8	-2.0	1.4	25.4	-5.5
Cc1cccc(Nc2nnc(SCC(=O)c3ccc(Br)s3)s2)c1C	2.6	0.6	-2.4	-1.6	11.5	3.7	10.2	10.1	0.0
O=C(CCCc1ccccc1)NC1CC1	11.8	-2.1	5.4	2.3	21.3	6.0	2.6	26.6	0.0
O=C(/C=C/c1ccccc1[N+](=O)[O-])NCCCN1CCCC1=O	-8.6	1.3	1.7	-1.8	1.4	1.8	2.6	-3.6	2.2
Cc1ccccc1NC(=O)c1ccc(C)c(S(=O)(=O)Nc2ccccn2)c1	-13.6	2.7	6.7	-3.3	-293.9	-1.8	-11.4	-3.4	-0.6
Cc1ccc(NC(=O)C2CC(=O)NC(Nc3cccc(C)c3)=N2)cc1 (stereo not given)	-9.1	0.6	9.9	1.6	9.5	-8.3	-5.2	-5.4	-0.8
CCN1CCN(S(=O)(=O)c2ccc(S(=O)(=O)NCC3CCCO3)cc2)CC1 (stereo not given)	6.0	3.0	-3.7	-5.5	0.9	-14.6	-9.5	6.7	-0.8
COC(=O)c1ccc(NC(=S)NCCc2cccc(C)c2)cc1	8.7	1.5	-0.9	1.1	15.6	2.2	1.9	7.0	-3.2
Cc1cc(N2C(=O)C(O)=C(C(=O)c3ccc(C)o3)C2c2cccc(Oc3ccccc3)c2)no1 (stereo not given)	-8.8	-23.9	-15.8	-7.7	-98.8	-9.9	9.4	-29.2	-2.5
